WRN inhibitor: qHTS for Inhibitors of WRN Helicase; Bifunctional 3'-5' exonuclease/ATP-dependent helicase WRN (Homo sapiens), Q14191; WRN helicase unwinding, fluorescent forked duplex, kinetic; Potency, µM (top dose mostly 114 µM), for inactives: at the highest dose activity change, negative = inhibition, actives largely listed as inhibitors; 360,000 tested, 0.46% active; also: potency is read from the fitted curve at half-maximal effect; % is scaled to controls: 0 for no effect and ±100 for the full control effect; nearly all actives have a fitted effect of over 55% in size
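WRN at 20 nM final preincubated with compound 15 min at room temperature; reaction started with 100 nM fluorophore/quencher forked duplex oligonucleotide and 2 mM ATP final. Unwinding followed kinetically by red fluorescence (ex 525, em 598 nm).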
GLP1R cytotox: qHTS of GLP-1 Receptor Inverse Agonists: Cytotox Screen. 410,000 tested, 0.13% active. Potency, µM (series often up to 38.3 µM), without a hit: top-dose activity change, negative = inhibition, usual class: inhibitors. HEK293 cAMP-luciferase reporter cells, luminescence, 24 h;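 also: loss of luciferase light is scored as toxicity; potency is read from the fitted curve at half-maximal effect; % is scaled to controls: 0 for no effect and ±100 for the full control effect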
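Cells in DMEM/10% Nu serum/1% pen-strep, 1536-well format. Pre-incubated 12 h, dosed with 23 nL compound, incubated a further 24 h. Luciferase detection, 12 min at room temp, luminescence.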
IL-2 act: qHTS of IL-2 Activators. IL-2 activation reporter assay, cell-based qHTS; stimulated with anti-CD3/CD4/CD28 beads; in transgenic mouse T cells. activation, % (series mostly up to about 46 µM). 360,000 tested, 0.065% active. AID 652025, 2013; in the data active = activation above about 50%; inconclusive = mostly about 30% to 49%; also: 0% is about no effect
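Screening format: compound pinned onto unstimulated transgenic mouse T cells, 60 min incubation, then anti-CD3/anti-CD4/anti-CD28 bead stimulation for 18 hours at 37 degrees C, followed by EGFP and DsRed detection.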
PLK1 PBD inh: qHTS for Inhibitors of PLK1-PDB (polo-like kinase 1 - polo-box domain): Primary Screen | Serine/threonine-protein kinase PLK1 (Homo sapiens), P53350 | Plk1 PBD binding of FITC phosphopeptide, fluorescence polarization | Potency, µM, for the others: max response, negative = inhibition, most hits filed as inhibitors | 360,000 tested, 2.8% active; also: potency is read from the fitted curve at half-maximal effect; series mostly up to about 57 µM; % is scaled to controls: 0 for no effect and ±100 for the full control effect; nearly all actives have a fitted effect of over 65% in size
Target sequence (P53350 whole entry, looked up, the tested form may be a part): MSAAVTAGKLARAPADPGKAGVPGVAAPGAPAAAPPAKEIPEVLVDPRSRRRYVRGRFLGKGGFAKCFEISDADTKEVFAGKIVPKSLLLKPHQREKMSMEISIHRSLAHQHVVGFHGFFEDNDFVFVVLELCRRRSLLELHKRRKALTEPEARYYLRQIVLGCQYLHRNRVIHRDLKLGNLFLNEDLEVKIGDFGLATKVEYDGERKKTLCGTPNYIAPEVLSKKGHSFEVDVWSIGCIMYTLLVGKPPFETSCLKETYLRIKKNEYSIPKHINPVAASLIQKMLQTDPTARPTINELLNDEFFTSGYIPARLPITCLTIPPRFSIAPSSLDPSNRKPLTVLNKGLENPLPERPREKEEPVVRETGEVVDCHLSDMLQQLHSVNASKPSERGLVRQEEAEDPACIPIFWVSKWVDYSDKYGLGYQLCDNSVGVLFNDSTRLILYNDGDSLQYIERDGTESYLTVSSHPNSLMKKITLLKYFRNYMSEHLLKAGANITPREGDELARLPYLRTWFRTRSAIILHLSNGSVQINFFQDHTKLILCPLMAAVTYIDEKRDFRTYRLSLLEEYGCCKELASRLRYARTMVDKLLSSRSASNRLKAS
D3 antag: qHTS of D3 Dopamine Receptor Antagonist: qHTS; D(3) dopamine receptor (Homo sapiens), P35462; 360,000 tested, 2.5% active; D3R cells, DiscoveRx beta-arrestin luminescence, antagonist mode; stronger effect = lower value; AID 652054, 2013; max response, negative = inhibition, %; in the data active = max response below about -50%; inconclusive = no clear call, values can overlap the other calls; also: % is scaled to controls: 0 for no effect and ±100 for the full control effect; mostly tested at two doses, the higher about 12 µM
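Cells plated overnight at 1500 cells/well, then exposed to library compounds with dopamine controls for 90 minutes at 37 degrees C. DiscoveRx reagent added for 30–60 minutes at room temperature; luminescence read, quantitative HTS format.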
GLP-1R inv ag: qHTS of GLP-1 Receptor Inverse Agonists (Inhibition Mode); Potency, µM (highest dose often 38.3 µM), inactives show at the top dose activity change, negative = inhibition, actives largely listed as inhibitors; HEK293 GLP-1R CRE-luciferase, luminescence, 24 h; GLP-1R form is constitutively active; AID 624417, 2012; 410,000 tested, 1.6% active; Glucagon-like peptide 1 receptor (Homo sapiens), P43220; also: potency is read from the fitted curve at half-maximal effect; % is scaled to controls: 0 for no effect and ±100 for the full control effect; nearly all actives have a fitted effect of over 55% in size
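Readout was luciferase luminescence, measured 12 min after detection reagent at room temperature. Beforehand, GLP-1R reporter HEK293 cells had sat 12 h, then received compounds for 24 hr at 37 deg C.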
PI5P4Ka inh: qHTS for Inhibitors of phosphatidylinositol 5-phosphate 4-kinase (PI5P4K); Phosphatidylinositol 5-phosphate 4-kinase type-2 alpha (Homo sapiens), P48426; PI5P4Kalpha enzyme, ADP-Glo luminescence, 60 min; stronger effect = lower value; max response, %; 330,000 tested, 1.2% active; active = max response of -50% or lower; inconclusive = between -30% and -50%; inactive = -30% or higher; also: value at the top dose of about 77 µM; % is scaled to controls: 0 for no effect and ±100 for the full control effect
Target sequence (P48426 whole entry, looked up): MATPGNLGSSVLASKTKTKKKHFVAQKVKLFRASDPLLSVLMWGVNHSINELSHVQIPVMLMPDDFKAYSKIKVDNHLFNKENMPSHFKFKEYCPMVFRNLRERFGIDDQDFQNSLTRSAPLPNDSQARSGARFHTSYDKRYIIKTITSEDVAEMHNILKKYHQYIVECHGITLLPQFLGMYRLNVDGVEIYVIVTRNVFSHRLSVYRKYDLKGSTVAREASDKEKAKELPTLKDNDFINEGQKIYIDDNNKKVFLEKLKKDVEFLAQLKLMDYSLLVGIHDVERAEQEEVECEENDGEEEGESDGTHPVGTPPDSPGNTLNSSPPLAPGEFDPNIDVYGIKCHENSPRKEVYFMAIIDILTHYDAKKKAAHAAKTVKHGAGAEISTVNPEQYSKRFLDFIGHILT
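Compounds were pin-transferred onto PI5P4Kalpha and substrate in HEPES pH 7.4 buffer with EGTA, CHAPS and 5% DMSO. ATP (5 microM final) started the reaction, which ran 60 minutes at room temperature before ADP-Glo detection.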
GLP1R ag: qHTS of GLP-1 Receptor Agonists. 380,000 tested, 0.007% active. Potency, µM (series often up to 45.6 µM), for the others: at the highest dose activation, most hits filed as activators. Glucagon-like peptide 1 receptor (Homo sapiens), P43220. AID 624172, 2012. HEK293 GLP-1R CRE-luciferase, luminescence, 4-6 h; cells express a hypersensitive GLP-1R form; also: potency is read from the fitted curve at half-maximal effect; % of control where 0% means no effect
D3 ag: qHTS of D3 Dopamine Receptor Agonist: qHTS | D(3) dopamine receptor (Homo sapiens), P35462 | D3R DiscoveRx beta-arrestin cells, luminescence, 90 min | max activation, % | 410,000 tested, 0.58% active | AID 652048, 2013; in the data active = max activation above about 30%; also: 0% is about no effect; mostly tested at two doses, the higher about 12 µM
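Agonist-mode cell screen: cells plated at 1500/well and incubated overnight at 37 °C, then exposed to library compounds for 90 min at 37 °C. Detection reagent was added for 30–60 min at room temperature, and luminescence was read.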
Numbers without * were called inactive; ? = inconclusive; . = not tested or not shown; & = joins results of further samples; [ ] = dose if it differs, or a comment. Unless noted, calls follow the shape of the dose curve; as a rule, active = well fitted curve in the direction sought with a large enough effect; inconclusive = small, poorly fitted or top-dose-only effect, or another doubt; inactive = no such curve, though single readings can be large; an effect the other way counts as inactive or inconclusive. Compounds as they come. Share with any hit: about 7.8%.

SMILES | WRN inhibitor | GLP1R cytotox | IL-2 act | PLK1 PBD inh | D3 antag | GLP-1R inv ag | PI5P4Ka inh | GLP1R ag | D3 ag
COc1ccccc1NC(=O)N(C)C[C@H]1OCc2cnnn2CCCC(=O)N([C@H](C)CO)C[C@H]1C | 11% | 3% | 0.3 | -6% | 23 | 4% | 3 | 9% | 3
NC(=O)C1CCN(C(=O)NC(=O)c2ccccc2)CC1 | -1% | -4% | -3.5 | -1% | 2 | 8% | -2 | 0% | 2
C[C@@H](O)[C@H]1O[C@]2(C)CCC[C@H]1O2 | 6% | -6% | 0.3 | 4% | -10 | 7% | -3 | 8% | 0
COc1ccc(OCC(=O)NC(=S)Nc2ccc(S(=O)(=O)Nc3cc(OC)nc(OC)n3)cc2)cc1 | -27% | 20% | -2.1 | -17% | -2 | 23% | -3 | -1% | -5
O=C(Nc1ccc(F)cc1F)C1CCN(S(=O)(=O)c2cccnc2)CC1 | -2% | -13% | 1.6 | -8% | -4 | -8% | 1 | -3% | 2
CCCN(CCC)Cc1c(C(=O)N/N=C/c2ccc(Br)cc2)nnn1-c1nonc1N | -11% | -4% | 1.4 | -5% | 2 | ? | 5 | 7% | 22
CCC(=O)NCCc1nc2ccccc2n1Cc1ccc(C)cc1 | 3% | -17% | -2.1 | -1% | 14 | -27% | -4 | -6% | 2
CCN1CCN(C(=O)c2cc3c(=O)oc4ccc(C)cc4c3s2)CC1 | -1% | -1% | -4.1 | -1% | -23 | 4% | -4 | 1% | 0
O=C(Nc1ccccc1C(=O)Nc1ccc(Cl)cc1)c1cccnc1 | -3% | -39% | -2.3 | -1% | -1 | 5% | 0 | 18% | 2
COc1ccccc1N(CC(O)CN1CCC(C)CC1)S(=O)(=O)c1ccccc1 (centres undefined) | 11% | -2% | 0.7 | -1% | 3 | ? | 3 | 13% | -15
COc1ccc(C2/C(=C(/O)c3ccc4c(c3)CC(C)O4)C(=O)C(=O)N2CCCN2CCOCC2)cc1OC (centres undefined) | -18% | 11% | -0.7 | 5% | 7 | 18% | -5 | -4% | 9
COc1ccc(N2CC(C(=O)Nc3ccc(S(=O)(=O)Nc4nccs4)cc3)CC2=O)c(OC)c1 (centres undefined) | 2% | ? | 0.6 | -9% | -16 | 3% | -16 | 2% | -3
Cn1c(=O)cc(OCC(=O)NCc2cccnc2)c2ccccc21 | 3% | 20% | -0.9 | -8% | -6 | 66%[activator] | . | 18% | 10
NS(=O)(=O)c1ccc(CCNC(=O)c2ccccc2[N+](=O)[O-])cc1 | 4% | 7% | -1.1 | -16% | 3 | 14% | 2 | 3% | 3
COc1ccccc1N1CCN(C(=O)C(C)N(c2ccc(C)cc2)S(C)(=O)=O)CC1 (centres undefined) | -9% | -4% | -0.4 | -4% | -14 | -1% | 2 | 1% | 17
Cc1ccc(-c2csc(N)n2)cc1 | -20% | 5% | -0.2 | -15% | -15 | -9% | 1 | 6% | -4
Cc1nc(Nc2nc(CSc3nc4ccccc4[nH]3)cc(=O)[nH]2)nc2ccccc12 | 7% | ? | -6.1 | 3% | 82 | 1.1µM* | -5 | -4% | 8
O=C1NC2(CCN(Cc3ccccc3)CC2)Oc2ccccc21 | -1% | -2% | -4.5 | -16% | -15 | ? | 2 | -9% | -4
CCOC(=O)c1c(C)[nH]c(C(=O)N/N=C/c2cc([N+](=O)[O-])ccc2O)c1C | -10% | -22% | -0.5 | -3% | ? | ? | ? | 3% | -6
O=C(CSc1nc2ccccc2c(=O)n1Cc1ccco1)N1CCCC1 | -1% | -8% | 0.3 | -30% | 14 | 18% | 1 | 11% | 1
Cc1ccc(OCC(=O)N2CCCC(CCC(=O)N(C)CCc3ccccn3)C2)cc1 (centres undefined) | 4% | 5% | -1.9 | -1% | 0 | 9% | 2 | 10% | 0
CCOc1cc(NC(=S)NCc2ccco2)c(OCC)cc1NC(C)=O | 0% | -2% | -1.7 | -5% | 8 | -7% | . | -2% | -1
c1ccc(-c2nnnn2-c2ccccc2)cc1 | 3% | -2% | -0.8 | -7% | 2 | 11% | -3 | 1% | 12
COc1ccccc1N1CCN(C(=O)c2cc3ccccc3[nH]2)CC1 | -5% | -15% | 0.2 | -2% | -9 | ? | 8 | 8% | -11
Cc1cnc(NC(=O)c2sc3ccccc3c2Cl)s1 | 2% | -2% | -3.5 | -11% | -3 | ? | 0 | 2% | -4
CCCCCCCCC(=O)N1C(C)CCC1C (centres undefined) | 0% | -11% | -3.3 | 0% | 3 | -25% | -2 | -1% | 6
CCCCN(CC)CCNC(=O)Cn1cc2c(n1)-c1c(oc(C(=O)N3CCCC3)c1C)CC2 | 5% | -10%&-11% | -0.9 | 4% | 2 | 8%&9% | 0 | 11% | -1&2
CCOC(=O)c1ccc(NC(=S)NCc2ccco2)cc1 | -2% | -9% | -3.3 | -17% | -30 | ? | 1 | -2% | -8
CC(=O)Nc1ccc(S(=O)(=O)N(Cc2ccco2)Cc2cc3ccccc3[nH]c2=O)cc1 | -9% | -27% | -2.7 | -7% | 53 | ? | 0 | -4% | -14
CCOc1ccc(-c2cccc(NC(=O)COc3ccc(Cl)cc3)c2)nn1 | 6% | -16% | -3.6 | -12% | -2 | ? | 1 | 0% | 1
CC1(C)N=C(SCC(=O)Nc2ccccc2)C(c2ccc(Cl)cc2)=N1 | -4% | -8% | 9.5 | -1% | 63 | ? | 0 | 8% | 6
COc1ccc(C2CC(c3ccc(Br)cc3)=NN2C(=O)CSC2=NCCS2)cc1 (centres undefined) | -1% | -22% | -0.7 | 2% | 8 | ? | -3 | -5% | -4
CSc1ccc(CN2CCc3c([nH]c4ccccc34)C2)cc1 | -9% | 5% | -1.0 | -4% | ? | ? | 8 | 0% | -11
Cc1ccc(CC2CC(=O)N(c3nc4ccccc4n3C)C2=O)cc1 (centres undefined) | -19% | 5% | -6.2 | -4% | -7 | -3% | -9 | 9% | -9
CCNc1nc(NCC)nc(N/N=C/c2cc(OC)c(OC)c(OC)c2)n1 | 2% | -15% | -0.6 | 5% | 31 | 0% | 3 | 1% | 5
CC(C)c1onc(C(=O)NCc2ccccc2)c1[N+](=O)[O-] | -20% | 6% | -5.1 | -4% | 5 | -22% | 4 | -2% | -7
CCCOc1ccccc1-c1nc2c([nH]1)c(=O)[nH]c(=O)n2C | -19% | 53%[activator] | 0.0 | -10% | 48 | 59%[activator] | ? | 7% | -15
O=C(NCCCn1ccnc1)Nc1ccc2c(c1)OCO2 | 12% | -7% | 0.6 | -6% | 4 | 1% | 1 | 11% | -8
CCOC(=O)C1CN(C(C)(C)C)C(=O)C1=O (centres undefined) | 6% | 75%[activator] | -1.4 | -9% | -4 | 17% | 3 | -4% | -3
O=C(/C=C\NCC(=O)c1ccccc1)c1ccccc1 | -23% | -18% | -0.6 | -7% | ? | -1% | 2 | -2% | -4

Grouped by structure: the compounds so far with an aryl thioether with sulfur outside any ring
SMILES | WRN inhibitor | GLP1R cytotox | IL-2 act | PLK1 PBD inh | D3 antag | GLP-1R inv ag | PI5P4Ka inh | GLP1R ag | D3 ag
Cc1nc(Nc2nc(CSc3nc4ccccc4[nH]3)cc(=O)[nH]2)nc2ccccc12 | 7% | ? | -6.1 | 3% | 82 | 1.1µM* | -5 | -4% | 8
O=C(CSc1nc2ccccc2c(=O)n1Cc1ccco1)N1CCCC1 | -1% | -8% | 0.3 | -30% | 14 | 18% | 1 | 11% | 1
CSc1ccc(CN2CCc3c([nH]c4ccccc34)C2)cc1 | -9% | 5% | -1.0 | -4% | ? | ? | 8 | 0% | -11

Going on with the list:
SMILES | WRN inhibitor | GLP1R cytotox | IL-2 act | PLK1 PBD inh | D3 antag | GLP-1R inv ag | PI5P4Ka inh | GLP1R ag | D3 ag
COc1ccccc1C1CC(=O)Oc2cc(C)cc(C)c21 (centres undefined) | -5% | -3% | -0.4 | 1% | 15 | 0% | 7 | 9% | 6
CCCCOc1ccc(C(=O)NCC(=O)NCC(c2cccs2)N2CCOCC2)cc1 (centres undefined) | 5% | 0% | 0.2 | 6% | 14 | 6% | -1 | 0% | 0
Cn1c(SCc2cccc(Br)c2)nc2ccccc2c1=O | 2% | -10% | -0.4 | 7% | 12 | ? | 21 | 3% | 0
O=C(OCc1nc2ccccc2[n+]([O-])c1C(=O)c1ccccc1)c1ccco1 | -10% | 10% | -0.6 | -3% | 10 | 4% | 2 | 13% | 2
N#Cc1ccc(S(=O)(=O)N2CCCCC2c2cc(C(=O)NCc3ccccc3)no2)cc1 (centres undefined) | -2% | 10% | 0.4 | 2% | 5 | 9% | 0 | -2% | 4
O=C(CSc1ccccc1)NC1CCCCCCC1 | 5% | 0% | -4.8 | ? | 3 | ? | 1 | 4% | -4
COc1ccc(C2C(CN3CCOCC3)C(=O)N2c2ccccc2)cc1 (centres undefined) | 10% | 12% | 2.0 | -7% | -25 | -8% | -5 | 6% | -11
CC(C)Oc1ccc(C2C(C#N)=C(N)Oc3c2oc(CO)cc3=O)cc1 (centres undefined) | 2% | 5%[0.307 µM] | 0.3 | -9% | 5 | 7%[0.307 µM] | 2 | -17% | -3
COc1ccc(/C=C(/CC(=O)Nc2ccccc2)c2nc3ccccc3s2)cc1 | -13% | -6% | -4.3 | -11% | -12 | 1% | -24 | 12% | -7
COc1cccc(CCNS(=O)(=O)CCNC(=O)c2cccc(OC)c2)c1 | -7% | 17% | -2.0 | -4% | -9 | -21% | -4 | 7% | -7

Assay outcomes: PubChem BioAssay, National Center for Advancing Translational Sciences (NCATS)
